T cruzi growth: T. cruzi proliferation inhibition. T. cruzi beta-gal in NIH3T3, GalScreen luminescence, 90 h. inhibition, % at 8.34 µM. actives 5.9% (n = 77,000). AID 624255;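 active means mean inhibition above about 93%, with at least 55% of replicates each passing it, limit read from the data, passing the limit was not always enough; inconclusive means only one of those two conditions holds; inactive means neither condition holds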
C diff growth: inhibitors of Clostridium difficile growth; Clostridium difficile clinical isolate growth, OD600, 24 h; stronger effect = lower value; actives 0.25% (n = 86,000); growth activity, negative = inhibition, % at 16 µg/mL (by protocol); AID 1259249;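 active means mean growth activity at or below -80% and every replicate also at or below -80%; inconclusive means mean at or below -80% but some replicate above -80%; inactive means mean growth activity above -80%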;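 further: 0% = DMSO wells and -100% = levofloxacin 16 µg/mL wells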
KDM4C inh: inhibitors of human demethylase GASC-1 KDM4C; GST-KDM4C 2-372, H3K9me3 peptide, LANCE TR-FRET; actives 0.15% (n = 96,000); inhibition, % at 12.5 µM; Q9H3R0;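 active means mean replicate inhibition above about 25%, with at least 55% of replicates also reaching it, limit read from the data, passing the limit was not always enough; inconclusive means only one of those two conditions met; inactive means neither condition met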
Target sequence (Q9H3R0 2-372 limits assumed): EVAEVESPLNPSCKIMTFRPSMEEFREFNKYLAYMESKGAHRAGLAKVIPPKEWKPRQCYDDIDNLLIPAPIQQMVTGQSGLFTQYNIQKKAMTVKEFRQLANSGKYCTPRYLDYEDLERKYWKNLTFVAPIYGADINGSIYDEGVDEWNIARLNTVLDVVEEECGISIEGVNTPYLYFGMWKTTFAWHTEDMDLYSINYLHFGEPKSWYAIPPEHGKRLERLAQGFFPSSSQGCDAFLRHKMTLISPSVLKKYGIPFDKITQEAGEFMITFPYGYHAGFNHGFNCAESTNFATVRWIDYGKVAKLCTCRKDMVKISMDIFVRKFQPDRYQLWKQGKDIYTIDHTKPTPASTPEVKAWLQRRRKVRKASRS
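material = GST-tagged GASC-1 (JMJD2C) catalytic fragment, aa 2-372 | amount = enzyme final amount 10 nM | medium = HEPES buffer, pH 7.5, plus ascorbate | also added = H3K9me3 peptide substrate, Fe(II), 2-oxoglutarate | dosing = single dose | times = 30 min demethylation and 1 h detection at room temperature | detection = LANCE TR-FRET | read-out basis = Fall in 671/618 emission ratio as inhibition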
Pf Dd2 inh: inhibitors of Plasmodium falciparum Dd2 growth | activity change, % at 10 µM | actives 2.3% (n = 94,000) | P. falciparum Dd2 growth, SYBR Green, 72 h; stronger effect = lower value; in the data active means activity change below about -80%; inconclusive means no clear call, values can overlap the other calls
* hit, by the source's call; ? = inconclusive; / = no result given; & = joins results of further samples.

SMILES | T cruzi growth | C diff growth | KDM4C inh | Pf Dd2 inh
Cc1ccc(S(=O)(=O)Nc2ccc3c(c2)CC(=O)N([C@H](C)CO)C[C@H](C)[C@@H](CN(C)S(=O)(=O)c2ccc(F)cc2)O3)cc1 | -53.0 | -0.8 | -0.6 | -47.8
C[C@@H]1CN([C@H](C)CO)C(=O)Cc2cc(N(C)C)ccc2O[C@H]1CN(C)Cc1ccc(C(=O)O)cc1 | 22.3 | -1.0 | 1.6 | 42.7
C[C@H](CO)N1C[C@H](C)[C@@H](CN(C)C(=O)Nc2ccc3c(c2)OCO3)Oc2ccc(NC(=O)Nc3ccc4c(c3)OCO4)cc2CC1=O | / | 4.3 | 0.8 | -47.7
Cc1cc(C(=O)Nc2ccc3c(c2)C(=O)N(C)[C@H]2CC[C@@H](CC(=O)NCc4ccc(-c5ccccc5)cc4)O[C@H]2CO3)no1 | 88.4 | -4.9 | -7.3 | /
Cc1noc(C)c1NC(=O)N(C)C[C@H]1Oc2c(NS(=O)(=O)c3ccc(Cl)cc3)cccc2C(=O)N([C@H](C)CO)C[C@H]1C | 4.6 | -0.9 | -0.8 | 22.1
C[C@H]1CN([C@@H](C)CO)S(=O)(=O)c2ccc(-c3ccccc3)cc2O[C@@H]1CN(C)Cc1ccncc1 | 29.0 | / | -1.5 | -42.4
CNC(=O)C[C@H]1CC[C@H]2[C@H](COc3ccc(NC(=O)Nc4ccccc4)cc3C(=O)N2C)O1 | -22.2 | 7.2 | 0.1 | -8.9
CCCc1cn(CC[C@H]2CC[C@H](NC(=O)Cc3cccnc3)[C@@H](CO)O2)nn1 | 44.1 | -6.8 | -0.7 | -9.6
O=C(C[C@@H]1CC[C@H]2[C@@H](COC[C@H](O)CN2Cc2cccc(-c3ccncc3)c2)O1)N1CCN(c2ccccc2)CC1 | 54.4 | -4.5 | 4.8 | -25.0
C[C@@H]1CN([C@H](C)CO)S(=O)(=O)c2ccc(C#CC3CC3)cc2O[C@@H]1CN(C)C(=O)c1ccccc1 | ? | 7.1 | -2.0 | -38.7
C[C@@H]1CN([C@@H](C)CO)C(=O)c2cccc(NC(=O)c3cnccn3)c2O[C@@H]1CN(C)C(=O)Nc1ccccc1 | 2.4 | 0.6 | -0.5 | -0.6
C[C@@H]1CCCCO[C@@H](CN(C)CC2CC2)[C@@H](C)CN([C@H](C)CO)C(=O)c2cc(NC(=O)Nc3ccc(C(F)(F)F)cc3)ccc2O1 | 98.0* | 0.0 | -0.6 | -53.6
C[C@H](CO)N1C[C@H](C)[C@@H](CN(C)C(=O)c2cccc(F)c2)Oc2cc(-c3cccnc3)ccc2S1(=O)=O | 38.4 | -2.2 | 1.5 | -12.0
C[C@H]1CN([C@@H](C)CO)S(=O)(=O)c2ccc(-c3ccc(F)cc3)cc2O[C@H]1CN(C)C | 33.6 | 7.3 | 0.2 | 11.9
C[C@@H]1CN([C@H](C)CO)C(=O)CCCn2cc(nn2)CO[C@H]1CN(C)C(=O)c1ccc(N2CCN(C)CC2)cc1 | -5.3&17.0 | -8.1 | 1.1 | -2.3&5.1
C[C@H](CO)N1C[C@H](C)[C@@H](CN(C)Cc2ccc3c(c2)OCO3)Oc2ccc(NC(=O)C3CC3)cc2CC1=O | 77.0 | -27.6 | 7.8 | 10.6
C[C@H](CO)N1C[C@H](C)[C@H](CN(C)S(=O)(=O)c2ccccc2)OCCCC[C@H](C)Oc2ccc(NS(=O)(=O)c3ccccc3)cc2C1=O | 21.2 | / | 0.0 | -30.1
CC(=O)N(C)C[C@@H]1Oc2cc(C#C[C@H](C)O)ccc2S(=O)(=O)N([C@H](C)CO)C[C@@H]1C | 14.8 | -0.7 | 0.0 | 29.2
C[C@@H]1CN([C@H](C)CO)C(=O)c2cc(C#CC3CCCCC3)cnc2O[C@H]1CN(C)Cc1cncnc1 | 81.3 | -6.9 | -1.0 | -12.1
COc1ccc(NC(=O)N2CC(=O)N3[C@@H](CO)[C@@H](c4ccc(Br)cc4)[C@@H]3C2)cc1 | / | 8.2 | 2.6 | 9.7
C[C@@H]1CN([C@H](C)CO)C(=O)c2c(c3ccccc3n2C)-c2ccccc2CO[C@H]1CN(C)C(=O)Nc1ccc(F)cc1 | -49.4 | 0.6 | -0.6 | -77.9
CC(C)NC(=O)Nc1ccc2c(c1)C(=O)N([C@@H](C)CO)C[C@H](C)[C@@H](CN(C)C(=O)CCC(F)(F)F)OCCCC[C@@H](C)O2 | 25.6 | 1.9 | 0.9 | 11.1
O=S(=O)(c1ccccc1F)N1CC[C@@H]2[C@H](CO)Nc3ccc(-c4ccc(F)cc4)cc3[C@@H]21 | ? | -13.9 | -0.7 | -11.7
O=C(Nc1ccccc1)N1CC(=O)N2[C@H](CO)[C@@H](c3ccc(C#CC4CCCC4)cc3)[C@H]2C1 | / | 21.7 | 0.4 | -22.6
COc1ccc(NC(=O)N(C)C[C@@H]2OCCCC[C@H](C)Oc3ccc(NC(=O)NC4CCCCC4)cc3C(=O)N([C@@H](C)CO)C[C@@H]2C)cc1 | 37.5 | -8.3 | 0.0 | -22.3

The results go on.
SMILES | T cruzi growth | C diff growth | KDM4C inh | Pf Dd2 inh
COC(=O)C[C@@H]1C[C@H]2c3cc(N)ccc3O[C@H]2[C@@H](CO)O1 | 32.9 | -3.9 | / | -11.2
COc1ccc(CN(C)C[C@@H]2Oc3ccc(NC(=O)Nc4cccc5ccccc45)cc3C(=O)N([C@@H](C)CO)C[C@H]2C)cc1 | 52.0 | -7.9 | -1.9 | 12.7
Cc1ccccc1S(=O)(=O)N[C@@H]1CC[C@H](CCn2cc(Cc3ccccc3)nn2)O[C@H]1CO | 7.2 | -4.4 | / | -18.6
C[C@@H]1CN([C@H](C)CO)S(=O)(=O)c2ccc(-c3ccccc3)cc2O[C@H]1CN(C)C(=O)Nc1ccccc1F | 3.2 | / | 4.9 | -44.9
COc1ccc(NC(=O)Nc2ccc3c(c2)CC(=O)N([C@@H](C)CO)C[C@@H](C)[C@@H](CN(C)CC2CC2)O3)cc1 | 29.0 | -2.4 | 0.0 | -82.6*
C[C@H]1CN([C@@H](C)CO)S(=O)(=O)c2ccc(C3=CCCC3)cc2O[C@H]1CN(C)S(=O)(=O)c1ccc(F)cc1 | 120.9* | 7.8 | -0.3 | -46.1
CCC(=O)N[C@H]1CC[C@H](CCn2cc(-c3cccc(OC)c3)nn2)O[C@H]1CO | -9.8 | 0.0 | 4.1 | 2.8
O=C(c1cccnc1)N1CC[C@@H]2[C@H]1c1cc(-c3ccc(F)cc3)ccc1N[C@@H]2CO | 78.7 | -12.9 | 1.5 | 3.1
O=S(=O)(c1ccccc1)N1CCCCN2[C@H](C1)[C@H](c1ccc(C#Cc3cccnc3)cc1)[C@@H]2CO | 113.9* | 21.5 | -0.7 | -56.0
CC(C)NC(=O)Nc1ccc2c(c1)CC(=O)N([C@H](C)CO)C[C@@H](C)[C@@H](CN(C)Cc1ccc(C(=O)Nc3ccccc3N)cc1)O2 | / | 6.4 | 1.3 | -49.7
COCC(=O)N1[C@H](CO)[C@@H](c2ccccc2)[C@@H]1CNC(=O)c1ccccn1 | -34.4 | -4.7 | 0.1 | 12.7
C[C@H](CO)N1C[C@H](C)[C@H](CN(C)S(=O)(=O)c2ccc(Cl)cc2)OCc2cnnn2CCCC1=O | ? | 6.3&2.7 | -0.8 | -11.7&-15.6
O=C(CC1CC1)N1CC(=O)N2[C@H](CO)[C@H](c3ccc(C#Cc4cccc(F)c4)cc3)[C@@H]2C1 | / | 8.7 | -0.7 | -13.5
C[C@H](CO)N1C[C@H](C)[C@@H](CN(C)C(=O)NC2CCCCC2)Oc2ccc(NC(=O)Cc3cn(C)c4ccccc34)cc2C1=O | -38.5 | -2.3 | / | -6.7
CCCC(=O)Nc1ccc2c(c1)C(=O)N(C)[C@H]1CC[C@H](CC(=O)Nc3cccc(F)c3)O[C@@H]1CO2 | / | 9.6 | 1.2 | -2.8
CC(C)NC(=O)N[C@@H]1CC[C@@H](CCNS(=O)(=O)c2ccc(Cl)cc2)O[C@H]1CO | -30.2 | 1.7 | 0.2 | -14.9
CC(C)NC(=O)Nc1ccc2c(c1)CC(=O)N([C@H](C)CO)C[C@H](C)[C@@H](CN(C)Cc1ccc(-c3ccccc3)cc1)O2 | 91.5 | 82.1 | -1.0 | -37.7
CCCN(C)C[C@@H]1OCCCC[C@@H](C)Oc2ccc(NC(=O)CCC(F)(F)F)cc2C(=O)N([C@@H](C)CO)C[C@@H]1C | 74.3 | 6.3 | -0.7 | -12.5
CO[C@@H]1CN(C)C(=O)c2cc(NS(C)(=O)=O)ccc2OC[C@H](C)N(C(=O)CN(C)C)C[C@@H]1C | 72.1 | 5.4 | 0.2 | 13.3
C[C@@H]1CCCCO[C@H](CN(C)Cc2ccncc2)[C@@H](C)CN([C@H](C)CO)C(=O)c2cc(NC(=O)Nc3ccc(C(F)(F)F)cc3)ccc2O1 | 82.8 | 6.5 | -1.1 | -1.9
Cc1ccc(-c2ccc3c(c2)O[C@H](CN(C)C(=O)Nc2ccc(F)cc2)[C@H](C)CN([C@@H](C)CO)S3(=O)=O)cc1 | 119.2* | -1.6 | 7.1 | 10.5
CC(C)NC(=O)Nc1ccc2c(c1)C(=O)N([C@H](C)CO)C[C@@H](C)[C@H](CN(C)Cc1ccccc1)OCCCC[C@H](C)O2 | 28.9 | 2.0 | -0.5 | -77.3
C[C@H]1CN([C@@H](C)CO)S(=O)(=O)c2ccc(-c3ccccc3)cc2O[C@@H]1CN(C)C(=O)Cc1ccccc1 | / | -0.5 | -1.2 | -17.3
C[C@@H]1CN([C@H](C)CO)C(=O)Cc2cc(NS(=O)(=O)c3cn(C)cn3)ccc2O[C@H]1CN(C)Cc1ccc(Cl)c(Cl)c1 | -16.4 | -2.6 | -0.7 | -4.9
C[C@@H]1CN([C@@H](C)CO)C(=O)c2cc(-c3cccnc3)cnc2O[C@H]1CN(C)C(=O)c1ccccc1F | -28.2 | -1.5 | 12.3 | 23.6

Profiles as entered above. Order of screens: T cruzi growth	C diff growth	KDM4C inh	Pf Dd2 inh
Record of C[C@@H]1CN([C@H](C)CO)S(=O)(=O)c2ccc(-c3ccccc3)cc2O[C@H]1CN(C)C(=O)Nc1ccccc1F → 3.2	/	4.9	-44.9
Record of C[C@@H]1CCCCO[C@@H](CN(C)CC2CC2)[C@@H](C)CN([C@H](C)CO)C(=O)c2cc(NC(=O)Nc3ccc(C(F)(F)F)cc3)ccc2O1 → 98.0*	0.0	-0.6	-53.6

Additional structures follow.
SMILES | T cruzi growth | C diff growth | KDM4C inh | Pf Dd2 inh
C[C@@H]1CN([C@H](C)CO)S(=O)(=O)c2ccc(-c3ccccc3)cc2O[C@@H]1CN(C)C | / | -2.2 | 7.9 | 16.1
C[C@H](CO)N1C[C@H](C)[C@H](CN(C)Cc2ccc(C(=O)O)cc2)Oc2c(NC(=O)C3CC3)cccc2C1=O | 21.2 | 1.8 | -0.4 | 24.4
C[C@@H]1CN([C@@H](C)CO)C(=O)c2cccc(NC(=O)Nc3ccc(F)cc3)c2O[C@H]1CN(C)Cc1ccc(C(=O)Nc2ccccc2N)cc1 | / | 6.9 | -0.6 | -82.4*
Cc1ccc(S(=O)(=O)N(C)C[C@H]2OCCCC[C@@H](C)Oc3ccc(NC(=O)Cc4ccccc4)cc3C(=O)N([C@@H](C)CO)C[C@H]2C)cc1 | 108.2* | / | -1.2 | -65.3
COc1ccc(CN(C)C[C@@H]2Oc3ccc(NC(=O)Nc4ccc(OC)cc4)cc3C(=O)N([C@H](C)CO)C[C@H]2C)cc1 | -4.7 | 8.2 | -0.4 | 25.8
O=C(C1CCC1)N1C[C@@H]2[C@H](c3ccccc31)[C@@H](CO)N2S(=O)(=O)c1ccccc1 | 17.6 | -2.0 | -0.3 | -74.3
C[C@H]1CN([C@@H](C)CO)C(=O)Cc2cc(NS(=O)(=O)c3cccs3)ccc2O[C@H]1CN(C)Cc1ccccc1 | 54.9 | -2.4 | / | -36.8
C[C@@H]1CN([C@H](C)CO)C(=O)c2c(c3ccccc3n2C)-c2ccccc2CO[C@@H]1CN(C)C(=O)c1cc(Cl)cc(Cl)c1 | / | 6.7 | -1.7 | -92.3*
O=C(C[C@@H]1CC[C@@H]2[C@H](COC[C@@H](O)CN2Cc2ccc(Cl)cc2)O1)NCc1cccc(F)c1 | / | 16.7&3.9 | 1.4 | -12.2
OC[C@H]1[C@@H](c2ccc(-c3ccc(F)cc3)cc2)[C@@H]2CN(Cc3cccnc3)CCCCN12 | 99.2* | -0.8 | -1.1 | -58.9
Cc1noc(C)c1S(=O)(=O)N(C)C[C@H]1OCCCC[C@H](C)Oc2ccc(N(C)C)cc2C(=O)N([C@H](C)CO)C[C@@H]1C | 37.9 | -0.3 | 9.2 | /
C[C@H]1CN([C@@H](C)CO)C(=O)c2cc(NC(=O)CCC(F)(F)F)ccc2O[C@H]1CN(C)Cc1ccccc1 | -23.2 | -3.9 | -2.5 | 20.0

From PubChem BioAssay
